# Screening results: PubChem, ICCB-Longwood Screening Facility, Harvard Medical School
# Polio RdRp inh: inhibitors of poliovirus RNA polymerase binding and polymerization; P03300; poliovirus polymerase elongation, fluorescence polarization; hits give low values; % elongation, % (compound at 16.7 µg/mL); 150,000 compounds, 0.66% hits; in the data active = % elongation below about 90%; also: some results filed as inactive read as strong as hits
# Target sequence (P03300 1749-2209 limits assumed): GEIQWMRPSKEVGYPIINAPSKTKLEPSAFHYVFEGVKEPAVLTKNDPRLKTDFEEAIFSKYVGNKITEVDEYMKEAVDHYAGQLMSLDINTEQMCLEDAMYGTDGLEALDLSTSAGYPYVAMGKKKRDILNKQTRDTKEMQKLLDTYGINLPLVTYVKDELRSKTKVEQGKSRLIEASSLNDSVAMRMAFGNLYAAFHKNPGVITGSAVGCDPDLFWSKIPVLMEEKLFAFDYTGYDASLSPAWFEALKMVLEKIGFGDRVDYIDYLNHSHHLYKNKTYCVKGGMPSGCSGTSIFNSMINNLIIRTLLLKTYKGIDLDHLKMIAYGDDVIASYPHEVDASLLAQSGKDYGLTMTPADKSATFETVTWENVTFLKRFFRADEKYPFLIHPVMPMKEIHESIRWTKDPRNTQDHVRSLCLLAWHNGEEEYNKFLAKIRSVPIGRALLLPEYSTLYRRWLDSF
# Polio RdRp inh FP z-score: recorded beside Polio RdRp inh, whose call it bears; z-score; measured here: FP z-score; hits read low
# An asterisk follows results filed as active; & = joins results of further samples.
SMILES,Polio RdRp inh,Polio RdRp inh FP z-score
CCOC(=O)Cn1c(-c2cccs2)cc2ccccc21,103,0.2
O=C(O)/C=C/C1=Cc2ccccc2OC1,98,-0.6
Cc1nc(C)n(CC(O)COc2ccc3c4c(c(=O)oc3c2)CCC4)n1 (stereo not given),100,-0.6
COc1ccc(Cl)cc1NC(=O)c1cc2nc(-c3ccc(C)cc3)cc(C(F)(F)F)n2n1,104,-0.2
CCOC(=O)CCN(c1ccccc1)S(=O)(=O)c1ccc2[nH]c(=O)ccc2c1,101,-1.4
Cc1c(CC(C)C)nc(C#N)c(N)c1-c1ccccc1,106,0.4
O=C(Nc1cccnc1)c1cccc(S(=O)(=O)N2CCc3ccccc32)c1,102,-0.3
Cc1ccc(CSc2oc(-c3ccco3)nc2S(=O)(=O)c2ccc(Cl)cc2)cc1,107,0.6
CCn1cc(C(=O)N(C)c2ccc(OC)cc2)c2cc(OC)c(OC)cc2c1=O,103,1.8
Cc1cc(NC(=O)Cc2c(C(=O)O)nnn2-c2ccc(Br)cc2)no1,101,0
CCOC(=O)CC(=O)c1ccn(C)n1,105,0.1
O=C(NCC1COC2(CCCCC2)O1)Nc1ccccc1 (stereo not given),107,0.3
O=c1c2c(nc(SCCO)n1C1CCCC1)-c1ccccc1CC21CCCC1,101,-0.6
CSc1nn2c(=O)c(-c3ccccc3)nnc2s1,101,-0.4
CON(C)S(=O)(=O)c1cccc(C(=O)N2CCN(S(=O)(=O)c3ccccc3Br)CC2)c1,107,0.5

# Overlap with the part before: 7 entries; new compounds follow.
SMILES,Polio RdRp inh,Polio RdRp inh FP z-score
CCn1cc(C(=O)N(C)c2ccc(OC)cc2)c2cc(OC)c(OC)cc2c1=O,103,1.8
Cc1cc(NC(=O)Cc2c(C(=O)O)nnn2-c2ccc(Br)cc2)no1,101,0
CCOC(=O)CC(=O)c1ccn(C)n1,105,0.1
O=C(NCC1COC2(CCCCC2)O1)Nc1ccccc1 (stereo not given),107,0.3
O=c1c2c(nc(SCCO)n1C1CCCC1)-c1ccccc1CC21CCCC1,101,-0.6
CSc1nn2c(=O)c(-c3ccccc3)nnc2s1,101,-0.4
CON(C)S(=O)(=O)c1cccc(C(=O)N2CCN(S(=O)(=O)c3ccccc3Br)CC2)c1,107,0.5
COc1ccc(N2CCN(C(=O)c3ccc4c(c3)CCN4S(=O)(=O)c3ccccc3)CC2)cc1,102,-1
CCOc1cc(-c2ccc(OC(=O)c3ccc(C)cc3)c(OC)c2)cc(=O)c2c(C)oc(C)c12,106,0.2
C[C@H]1NC(=O)NC1=O,102,0.3
COc1ccc2c(c1)Cc1sc(NC(=O)c3ccccc3C)nc1-2,83*,-3.5*
CC(NC(=O)C1CCC1)c1ccc2c(c1)OCO2 (stereo not given),101,0.2
O=C(c1cc2c(=O)n3ccccc3nc2s1)N1CCCC1,105,-0.2
COc1ccc(CNC(=S)NN)cc1,102,-0.1
O=C(NCc1ccc(Cl)cc1)c1cc2ccc3cccnc3c2[nH]1,108,0.1
COc1ccc(CNC(=O)C(C)OC(=O)c2ccccc2)cc1 (stereo not given),101,-0.4
O=C(NC1c2ccccc2Oc2ccccc21)c1cccnc1,102,0.2
N#CC1=C(N)NC(SCc2ccccc2)=C(C#N)C12CCCCC2,103,-0.1
COc1ccc(OCCn2c(NC(=O)c3ccc(OC)cc3)nc3ccccc32)cc1,108,0.5
CCN1CCCC1CNC(=O)Nc1cn(CC(C)C)c(=O)c2ccccc12 (stereo not given),100,-0.4
Cn1c(CO)nc2ccccc21,102,-0.3
CC(Oc1ccc(-c2ccc(C#N)cc2)cc1)C(N)=O (stereo not given),103,0
Cc1ccccc1-n1c(C)cc(/C=C2\NC(=O)NC2=O)c1C,104,0.6
CC1(C)CC(=O)C=C(NCC2CCNCC2)C1,106,1
O=C(O)CC1(Cc2nc(-c3ccc(Cl)cc3)no2)CCCC1,102,-0.6
Cc1cc(-n2c(C)cc(C(=O)Cn3cc(C(F)(F)F)cc(Cl)c3=O)c2C)no1,101,-0.1
COc1cccc(NC(=O)NCc2ccccc2)c1,100,-0.4
O=C(Cc1ccccc1)Nc1nnc(C2CCCCC2)s1,107,0.5
O=C1CN(C(=O)Cn2nnc3ccccc3c2=O)c2ccccc2N1,103,0.1
Cc1cc(C)c2oc(-c3ccc(NC(=O)c4cc(Br)ccc4Cl)cc3)nc2c1,97,-0.8
c1ccc(-c2nc3ccccc3o2)cc1,104,0.1
COc1ccc(NC(=O)c2ccccc2Nc2ccccc2)cc1,100,-0.9
O=S1(=O)N(Cc2ccccc2)CCCN1Cc1ccc(F)cc1Cl,102,-0.7
Cc1nnc2c(Nc3ccccc3I)nc3nonc3n12,107,1.3
COc1ccc(S(=O)(=O)Nc2ccc3c(c2)sc(=O)n3C)cc1Cl,103,-0.9
O=C(CCC(=O)N1CCSc2ccccc21)NCc1ccccc1Cl,113,0.8
O=C(NCCc1ccccc1)N1CCOCC1,101,-0.3

# Reformatted with two lines to a compound: part of the list above
# Each structure is followed by: Polio RdRp inh, Polio RdRp inh FP z-score
- O=C(CCC(=O)N1CCSc2ccccc21)NCc1ccccc1Cl
 : 113, 0.8
- O=C(NCCc1ccccc1)N1CCOCC1
 : 101, -0.3

# Carrying on:
SMILES,Polio RdRp inh,Polio RdRp inh FP z-score
CC1=C(Cc2ccc(OC(=O)c3ccccc3)cc2)C(=O)C(C(C)C)CC1 (stereo not given),101,-0.1
COc1cc(CCC(=O)Nc2c(C(=O)N3CCN(c4ccccn4)CC3)oc3ccccc23)on1,99,-1.3
COC(=O)c1cc(S(=O)(=O)N(CCCN2CCOCC2)C2CCN(C)CC2)cn1C,101,0.2
CC(C)(C)c1ccc(C(=O)N2CCCC2)cc1,102,0.1
CCOC(=O)c1oc2ccccc2c1NC(=O)COC(=O)CCc1nc2ccccc2c(=O)[nH]1,102,-0.2
CN(C)/C=C1/Nc2ccccc2C1=O,95,-1.3
CC(C)n1nccc1NC(=O)CSc1nnc(Nc2ccccc2F)s1,103,-0.1
N#CC1(NC(=O)COC(=O)c2ccc(-n3cccc3)cc2)CCCC1,102,-0.4
O=c1c2cc3c(nc2ncn1Cc1ccc(Cl)cc1)CCCC3,108,0.4
COc1ccc(/C(O)=C/C(=O)C(=O)NC2C3CC4CC(C3)CC2C4)cc1 (stereo not given),99,-1.3
CCC1CN(C(=O)N2CCC(C(=O)Nc3ccccc3F)CC2)c2ccccc2O1 (stereo not given),112,0.9
Cc1ccn2c(=O)c(C(=O)NCCc3ccccc3)c(O)nc2c1,108,0.9
CCOC(=O)N1CCc2c(sc3c2c(=O)n(CCc2ccccc2)c(=O)n3CC(=O)Nc2cccc(C)c2)C1,105,0.2
Cc1ccc(Oc2ccc(C#N)c(C#N)c2)c(-n2nc3ccccc3n2)c1,106,1.1
O=S(=O)(NC1CC2CCC1C2)c1cccs1 (stereo not given),104,0.1

# Grouped by structure, the compounds so far containing a CF3 group.
SMILES,Polio RdRp inh,Polio RdRp inh FP z-score
COc1ccc(Cl)cc1NC(=O)c1cc2nc(-c3ccc(C)cc3)cc(C(F)(F)F)n2n1,104,-0.2
Cc1cc(-n2c(C)cc(C(=O)Cn3cc(C(F)(F)F)cc(Cl)c3=O)c2C)no1,101,-0.1

# Remaining list, next part:
SMILES,Polio RdRp inh,Polio RdRp inh FP z-score
COc1ccc(NC(=O)C2CCCN2S(=O)(=O)c2ccc3c(c2)C(C)(C)C(=O)N3C)cc1 (stereo not given),103,0.8
COc1cc(-c2ccc(=O)[nH]n2)ccc1OC(F)F,98&98&99,-1.3&-0.6&-0.6
CC1Cc2cc(S(=O)(=O)NCCC(=O)N3CCCCCC3)ccc2N1C(=O)C1CC1 (stereo not given),100,-0.6
O=C(CN(C(=O)c1ccccc1)N1C(=O)CCC1=O)c1ccccc1,100,-0.8
CCOCCn1ccc2c(OCC(=O)Nc3cccc(F)c3)cccc2c1=O,105,-0.5
Cc1ccsc1CN(C(=O)c1oc2ccc(F)cc2c1C)C1CCS(=O)(=O)C1 (stereo not given),120,0.3
Cc1cc(NC(=O)c2cc(-c3ccc(Cl)c(Cl)c3)on2)n(-c2ccccc2)n1,104,0.1
CCCN(CCC)C(=O)c1ccc2c(Cl)c3c(nc2c1)CCCC3,101,-0.8
Cc1ccc(CNC(=O)c2ccc3c(c2)N(Cc2ccccc2F)C(=O)c2ccccc2S3(=O)=O)cc1,106,0.1
Nc1c(Cl)cc(Cl)cc1C(=O)OCC(=O)NC1CCCCC1,104,1.4
COc1ccc2[nH]c(=O)c(CN(Cc3cccs3)S(=O)(=O)c3cccc4nsnc34)cc2c1,103,0.3
c1ccc(-c2nnc(SCC3CCOCO3)n2-c2ccccc2)cc1 (stereo not given),104,0
COC(=O)C1=C(C)N(Cc2ccc(C)cc2)C(=O)/C1=C\c1ccc(N(C)C)cc1,76,-4.6
CS(=O)(=O)Nc1ccc([N+](=O)[O-])cc1OC1CCCCC1,104&101,0.8&0.2
O=C(Oc1ccc2c(=O)c(Oc3ccccc3Cl)coc2c1)c1ccco1,103,0.3
CN(C)c1cccc(C(=O)OCC(=O)c2ccc(OC(F)F)cc2)c1,101,0
CC1=C(C#N)C(=O)N(CC(C)O)C(=O)/C1=C/c1ccc(-c2ccc(Br)cc2)o1 (stereo not given),107,1.2
C/C(=N\N)c1c(-c2ccccc2)c2cc(Br)ccc2[nH]c1=O,104,0.5
CC1(C)CC2CC(C)(CN2C(=O)COC(=O)c2cccs2)C1 (stereo not given),96,-1.8
Cc1ccc(C(=O)OC2CCCN(C)C2)s1 (stereo not given),102,0.2
CCNC(=O)CSc1ccc(Cl)cc1,98,-0.4
CC(C)(C)c1ccc(Cn2c(N)nc3ccccc32)cc1,103,0.3
CCc1ccc(N2C(=O)N(C)c3ccccc3S2(=O)=O)cc1,100,-0.3
COc1ccc(CN(Cc2cccn2C)C(=O)c2cc3cc(OC)ccc3[nH]2)cc1,100,-0.6
CC(O)CN(Cc1ccc(Cl)c(Cl)c1)CC(C)O (stereo not given),101,0.3
COc1ccc(CCNC(=O)c2c(C)oc3ncn(CC(C)C)c(=O)c23)c(OC)c1,111,0.4
Cn1nc(-c2cc(C(F)(F)F)cc(C(F)(F)F)c2)c2ccccc2c1=O,104,0
CC(C)OCCCNC(=O)C(=O)Nc1ccc2nc3n(c(=O)c2c1)CCCCC3,109,0.5
COCc1cc(OC(=O)N(C)C)nc(COc2ccc(Cl)cc2)n1,104,0.1
CN1C(=O)N(C)C(O)C1O (stereo not given),104,0.7

# Brought forward from above: 3 entries, followed by the next part.
SMILES,Polio RdRp inh,Polio RdRp inh FP z-score
CC(C)OCCCNC(=O)C(=O)Nc1ccc2nc3n(c(=O)c2c1)CCCCC3,109,0.5
COCc1cc(OC(=O)N(C)C)nc(COc2ccc(Cl)cc2)n1,104,0.1
CN1C(=O)N(C)C(O)C1O (stereo not given),104,0.7
Cc1cc(CNCc2ccc(CN(C)C)cc2)c(C)n1CC(C)C,104,0.3
CCc1cc2c(cc3c(=O)n(CC(=O)NC4CCCCC4)nc(CC)n32)s1,106,-0.2
O=C(N1CCCCC1)N1CCN(C(c2ccccc2)c2ccccc2)CC1,97,-0.8
O=C(NCC(c1ccco1)S(=O)(=O)c1cccs1)c1c(F)cccc1F (stereo not given),103,-0.9
Cc1nnc2c3ccccc3c(N3CCCCC3)nn12,99,-0.5
CCc1ccc(NC(=O)C2=CC(c3cccs3)=NS(=O)(=O)N2C)cc1,110,0.1
CC1(C)C(=O)Nc2ccccc2N1C(=O)COc1ccc2ccc(=O)oc2c1,103,0.1
CCCN(CCC)C(=O)CSc1nc2ccccc2c(=O)n1Cc1ccco1,106,0
O=C(NCc1ccccc1)c1cc(=O)[nH]c(=O)[nH]1,100,0
COc1ccc(CC(=O)Nc2ccc(-c3n[nH]c(=S)s3)cc2)cc1,101,-0.3
CC1(C)O[C@@H]2C[C@H]3[C@@H]4C[C@H](F)C5=CC(=O)CC[C@]5(C)[C@H]4[C@@H](O)C[C@]3(C)[C@]2(C(=O)CO)O1,101,0.1
CCOC(=O)c1cc2c(ccn2C)n1Cc1ccccc1C#N,101,-0.2
Cc1ccc2c(c1)/C(=N/OCC(=O)NCCc1ccccc1)C(=O)N2,102,0

# Some of the compounds tested; count on the stated rates, not on these rows.
